# Screening data from PubChem BioAssay.
# FLuc stim CS: firefly luciferase counter-screen for stimulation assays; P08659; 200,000 tested, under 10 active; ATPlite luciferase biochemical, luminescence, 10 min; 0 = ATP-free wells, 1 = DMSO control; activation factor at 10 µM;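 active = luciferase activation factor, scaled between plate controls, of at least 2 with compound at 10 µM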
# Target sequence (P08659 whole entry, looked up): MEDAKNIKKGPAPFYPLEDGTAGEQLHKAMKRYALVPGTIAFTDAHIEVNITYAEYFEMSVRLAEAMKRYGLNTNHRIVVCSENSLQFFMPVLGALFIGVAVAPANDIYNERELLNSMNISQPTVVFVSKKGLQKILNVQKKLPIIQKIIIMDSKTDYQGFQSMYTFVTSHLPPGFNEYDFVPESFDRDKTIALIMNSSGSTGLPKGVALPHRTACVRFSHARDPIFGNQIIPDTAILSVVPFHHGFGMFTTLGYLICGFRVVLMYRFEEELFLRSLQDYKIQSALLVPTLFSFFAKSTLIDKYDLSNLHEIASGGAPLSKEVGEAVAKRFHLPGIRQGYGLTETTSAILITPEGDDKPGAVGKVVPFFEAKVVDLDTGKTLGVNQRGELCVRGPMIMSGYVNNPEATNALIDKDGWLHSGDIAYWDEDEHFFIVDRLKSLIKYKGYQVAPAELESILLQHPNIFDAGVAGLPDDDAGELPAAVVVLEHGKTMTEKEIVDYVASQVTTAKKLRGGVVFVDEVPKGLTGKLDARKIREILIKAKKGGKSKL
#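 Material: luciferase plus luciferin reagent, cell-free. Medium: PBS buffer for ATP. Also added: ATP substrate, dispensed from a 10.24 µM working solution in PBS. Doses: test compounds dosed from 2 mM stocks in 100% DMSO. Incubation: 10 min post-reagent at room temperature. Technique: light output (luminescence). Read-out basis: luminescence gain marking luciferase activators.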
# Diaphorase inh: counter-screen for diaphorase-based assays: diaphorase inhibitors and chemical oxidizers. hit rate 0.69% among 190,000. diaphorase resazurin-to-resorufin fluorescence, NADH, 16 min; bacterial (C. kluyveri) enzyme, not human. inhibition, % at 20 µM;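 active = primary screen inhibition at 20 µM above a set limit, cut at about 50% in these data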;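 note: plate controls were DMSO with full reaction for no effect and wells lacking NADH for full effect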
#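 Test system: diaphorase enzyme from Clostridium kluyveri; amount: diaphorase at 0.14 U/mL in enzyme working solution; detection: fluorescence of resorufin formed from resazurin, Ex 544/Em 590 nm; times: reaction incubation of 16 min at room temperature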
# G6PDH CS: inhibits Leuconostoc G6PDH, flagging false hits in G6PDH-based assays | hit rate 0.12% among 200,000 | AID 1020 | Purified L. mesenteroides G6PDH, diaphorase/resazurin coupled fluorescence, 45 min | inhibition, % at 5 µM; in the data active = inhibition above about 50%
# Diaph act CS: activates diaphorase or chemically reduces, flagging diaphorase assay artifacts. hit rate 0.005% among 190,000. Diaphorase/resazurin coupled assay, resorufin fluorescence, 16 min; hits give high values; 1 = vehicle wells, 0 = NADH-free wells. activation factor at 20 µM;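 active = diaphorase activity raised at least twofold by the compound at 20 µM; inactive = activation factor below 2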
#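 Material: bacterial diaphorase enzyme (C. kluyveri); amount: enzyme 0.07 U/mL final; reagent: NADH substrate 0.114 mM plus resazurin dye 0.1 mM, final; doses: single compound dose of 20 µM, 1% DMSO final; timing: 16 min enzyme reaction, ambient temperature; measured by: fluorescence of resorufin, 544 nm excitation, 590 nm emission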
# STAT1 activator: activators of IFN-gamma induced STAT1 signaling; NIH 3T3 STAT1-luciferase reporter, luminescence; 100% = IFN-gamma alone, no compound; activation (% of control), % at 5.5 µM; hit rate 2.6% among 200,000; AID 932;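 active = activation above the screen-wide mean activation plus 3 SD, cut at about 130% in these data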;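 note: raw ratio to IFN-gamma control signal so 100% means no change and 0% no light; values of inactives mirror those of a sister screen read the other way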
# FLuc inh counter: Photinus pyralis luciferase inhibition counter-screen | ATPLite firefly luciferase biochemical luminescence, 10 min | inhibition, % at 10 µM | AID 1006 | hit rate 1.5% among 200,000 | P08659;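 active = inhibition above about 50% when tested at 10 µM, limit read from the data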
# APP 5'UTR act: activates APP 5'UTR luciferase reporter; SH-SY5Y APP 5'UTR luciferase reporter, luminescence; zero percent = DMSO vehicle wells; activation, % at 2 µM; hit rate 1% among 190,000;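 active = activation above a set limit, based on mean plus 3 SD of controls, cut at about 140% in these data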; note: values of inactives mirror those of a sister screen read the other way
# TLR4-MyD88 BLA: blocks binding of human TLR4 to MyD88. AID 861. inhibition, % at 8.4 µM. hit rate 0.18% among 200,000. HeLa CL3-4 TLR4/MyD88 BLA complementation, FRET ratio; in the data active = inhibition above about 25%;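 note: 0% = vehicle and 100% = reference inhibitor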
# APP 5UTR inh: APP translation inhibition; inhibition, % at 2 µM; hit rate 0.82% among 190,000; SH-SY5Y APP 5'UTR-luciferase reporter, luminescence;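 active = inhibition above a set limit, derived from the sample mean plus 3 SD, cut at about 45% in these data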; note: values of inactives mirror those of a sister screen read the other way
# NF-kB neuron act: NF-kB expression increase, human neuronal cells. NF-kB reporter expression; hits give high values. fold change at 12.5 µM. hit rate 1.6% among 190,000. AID 1239; in the data active = fold change above about 3.3
# * = called active by the depositor; . = not tested or not shown.
SMILES,FLuc stim CS,Diaphorase inh,G6PDH CS,Diaph act CS,STAT1 activator,FLuc inh counter,APP 5'UTR act,TLR4-MyD88 BLA,APP 5UTR inh,NF-kB neuron act
O=C(c1cccnc1Cl)N1CCOCC1,1.1,8,-4,0.9,101,-5,25,4,-25,1.1
Cn1c(C(=O)NCCCN2CCCCCC2)cc2c(=O)n(C)c3ccccc3c21,1.1,10,-44,0.9,102,-9,11,-13,-11,0.92
CCn1c(=O)c2ccccc2n2c(SCC(=O)N3CCc4ccccc4C3)nnc12,1.1,-13,9,1.1,88,-7,-1,20,1,1.1
Cc1nn(-c2ccccc2)c(C)c1/C=C/C(=O)OCC(=O)Nc1ncc(Cl)cc1Cl,1.1,23,-18,0.8,101,-9,10,3,-10,1.2
NC(=O)c1ccsc1NC(=O)COC(=O)CSc1ccc(Cl)cc1,1.1,37,17,0.6,100,-9,8,-22,-8,.
CC(C)(C)NC(=O)CSc1nc2scc(-c3ccccc3)c2c(=O)[nH]1,1,12,0,0.9,94,-4,5,-1,-5,1
C=C1C2(C(=O)Nc3ccc(SC(F)F)cc3)CCC(C2)C1(C)C (stereo not drawn),1,10,-3,0.9,104,-3,12,-7,-12,1.3
COc1ccc(C2SCC(C(=O)O)N2C(C)=O)cc1 (stereo not drawn),1,10,4,0.9,91,-4,.,3,.,1.1
CN(C(=O)Nc1ccc(Cl)cc1)c1c2c(nn1C)CCCC2,1.1,3,15,1,99,-10,-3,-14,3,1.1
O=C(Cn1nc(C(F)(F)F)c2c1CCC2)NCc1ccc(F)cc1,1,18,16,0.8,97,1,-9,12,9,1
COc1cc(C(=O)NCC(=O)N/N=C/c2ccc(OC(=O)c3ccco3)cc2)cc(OC)c1OC,1,13,-6,0.9,100,-2,0,-14,0,1.1
CC(C)(C)NC(=O)C(c1cccs1)N(Cc1cccs1)C(=O)c1csnn1 (stereo not drawn),1.1,18,12,0.8,100,-7,-1,4,1,1.1
CCSc1nc2c([nH]c3ccccc32)c(=O)n1C,1,11,11,0.9,102,1,-1,6,1,1
O=C(Nc1cccc(Cl)c1)c1ccc(F)c(S(=O)(=O)N2CCN(c3ccccn3)CC2)c1,1.1,21,-2,0.8,102,-6,-8,-14,8,0.95
COc1ccc(C2C/C(=N\O)C(C)(C)O2)cc1 (stereo not drawn),1,-6,5,1.1,93,-3,3,-3,-3,1.6

# The closing six compounds of the section above are carried over, then new ones follow.
SMILES,FLuc stim CS,Diaphorase inh,G6PDH CS,Diaph act CS,STAT1 activator,FLuc inh counter,APP 5'UTR act,TLR4-MyD88 BLA,APP 5UTR inh,NF-kB neuron act
O=C(Cn1nc(C(F)(F)F)c2c1CCC2)NCc1ccc(F)cc1,1,18,16,0.8,97,1,-9,12,9,1
COc1cc(C(=O)NCC(=O)N/N=C/c2ccc(OC(=O)c3ccco3)cc2)cc(OC)c1OC,1,13,-6,0.9,100,-2,0,-14,0,1.1
CC(C)(C)NC(=O)C(c1cccs1)N(Cc1cccs1)C(=O)c1csnn1 (stereo not drawn),1.1,18,12,0.8,100,-7,-1,4,1,1.1
CCSc1nc2c([nH]c3ccccc32)c(=O)n1C,1,11,11,0.9,102,1,-1,6,1,1
O=C(Nc1cccc(Cl)c1)c1ccc(F)c(S(=O)(=O)N2CCN(c3ccccn3)CC2)c1,1.1,21,-2,0.8,102,-6,-8,-14,8,0.95
COc1ccc(C2C/C(=N\O)C(C)(C)O2)cc1 (stereo not drawn),1,-6,5,1.1,93,-3,3,-3,-3,1.6
CC(=O)N1CCC2(CC1)C(C#N)=C(N)OC1=C2C(=O)CC(C)(C)C1,1,-7,10,1.1,101,-3,-1,-14,1,0.91
O=C(Nc1ccccc1)c1csc(-c2ccccc2)n1,1,11,-2,0.9,104,3,17,-2,-17,0.97
COc1ccc(OC)c(C(=O)CSc2nccc(-c3ccc(Br)cc3)n2)c1,1.1,21,-53,0.8,109,-9,.,-2,.,1.1
COc1ccc(-c2nnc(SCC(=O)NNC(=O)c3ccc(C)cc3)o2)cc1,0.9,7,-20,0.9,92,8,0,0,0,1.3
CCCc1[nH]nc2c1C(Cc1ccccc1)C(C#N)=C(N)O2 (stereo not drawn),1,16,4,0.8,107,-2,-4,1,4,1
COc1ccc(S(=O)(=O)Cc2ccc(C(=O)NCCc3ccc(S(N)(=O)=O)cc3)o2)cc1,1.1,22,3,0.8,103,-5,8,1,-8,0.96
CCc1nnc(NC(=O)c2cc(-c3ccccc3)nn2-c2ccccc2)s1,1.1,11,7,0.9,97,-7,-7,7,6,1.2
CCCSc1nnc(NC(=O)c2nc(SC)ncc2Cl)s1,1.1,7,0,0.9,97,-10,-8,-2,8,1.6
Cc1ccc(S(=O)(=O)NN/C(=N/S(=O)(=O)c2ccccc2)c2ccccc2)cc1,1,2,2,1,113,-3,2,9,-2,1
S=C(Nc1ccccc1)Nn1cnnc1,1.1,8,-13,0.9,104,-13,-3,-8,3,0.93
Cc1ccc(-n2nc(C(=O)N/N=C/c3cccc(C(F)(F)F)c3)c3ccccc3c2=O)cc1C,1,8,-30,0.9,101,-4,7,-1,-7,0.91
N#C/C(=C\Nc1ccc2cn[nH]c2c1)c1nc(-c2ccc(Cl)cc2)cs1,1,-28,12,1.3,91,-2,12,12,-12,1.1
C=CCOC(=O)C1=C(C)NC(=O)NC1/C=C/c1ccccc1 (stereo not drawn),1.1,8,0,0.9,95,-10,13,-10,-13,1
COc1cccc(NC(=O)C2CCCN(S(=O)(=O)c3cccc4nonc34)C2)c1 (stereo not drawn),1.1,3,4,1,96,-6,-26,7,26,1.4
CCOC(=O)c1oc2cccc(OCC(O)CNC(C)C)c2c1C (stereo not drawn),1,-4,8,1,94,-3,4,0,-4,1.3
O=C(Nc1ccc(OC(F)(F)F)cc1)C1=NCCN1,0.4,12,19,0.9,115,63*,17,0,-17,1.7
O=C(Cn1nnc(-c2ccccc2)n1)N/N=C/c1cc([N+](=O)[O-])c(Cl)cc1Cl,1.1,2,2,1,99,-6,-8,-10,8,1
CCOC(=O)CN1C(=O)C(Sc2n[nH]c(-c3cccc(C)c3)n2)CCc2ccccc21 (stereo not drawn),1.1,27,-1,0.7,95,-9,-6,10,6,0.63
c1csc(CN2CCN(Cc3cccs3)C2c2cccs2)c1,1.1,11,2,0.9,102,-6,14,6,-14,0.89
Cc1ccc(OCc2nc(-c3ccccn3)no2)c(Br)c1,0.2,8,11,0.9,56,79*,150*,11,-150,4.4*
c1ccc(-c2cc(N3CCOCC3)nc3ccccc23)cc1,1,19,5,0.8,93,-2,-14,6,14,0.71
CCOC(=O)C(=NCCCN1CCOCC1)NNc1cccc(C(F)(F)F)c1,1,4,11,1,103,3,6,0,-6,1
COC(=O)c1ccccc1NC(=O)c1c(O)c2cccc3c2n(c1=O)CCC3,1,-8,18,1.1,.,-4,.,.,.,.
CCN(CC)S(=O)(=O)c1ccc(N2Cc3ccccc3C2=N)cc1,1,1,4,1,90,-4,1,-13,-1,1.2
COc1ccc(Cl)cc1NC(=O)CN1CCC(n2nnc3cc(F)ccc32)CC1,1,10,4,0.9,91,-4,-1,-10,0,1.2
CCCCCNC(=O)c1ccc2c(=O)n(CCCN3CCCC3=O)c(=S)[nH]c2c1,1,2,5,1,89,-2,6,2,-6,0.98
CC(C)OC(=O)c1cc2c(ccn2C)n1CC(=O)N(Cc1ccccc1)c1ccc(F)cc1,1,21,-6,0.8,99,-1,9,-15,-9,0.62
Cc1ccc(-c2csc(NC(=O)Cn3[nH]c(=O)c4ccccc4c3=O)n2)cc1,1,-1,-2,1,114,-3,6,-7,-6,.
Cc1nnc(SCC2=C(C(=O)O)N3C(=O)C(NC(=O)c4cccc(F)c4F)C3SC2)s1 (stereo not drawn),1.1,11,8,0.9,92,-8,27,8,-27,1
CCCOC(=O)C1C2C=CC3(CN(c4ccc(Cl)c(F)c4)C(=O)C13)O2 (stereo not drawn),1,0,11,1,101,-2,-1,-14,1,1.1
CCOc1ccc(/C(O)=C2\C(=O)C(=O)N(CCN(C)C)C2c2cc(OC)ccc2OC)cc1Cl (stereo not drawn),.,.,.,.,102,.,7,12,-8,.
O=C(NCCCN1CCOCC1)c1sc2cc(F)ccc2c1Cl,1.1,4,1,1,109,-7,13,5,-13,1.7
COc1nc(OC)nc(Oc2ccc([N+](=O)[O-])cc2Cl)n1,1.1,-1,11,1,98,-6,-6,-8,6,0.99
Cc1cccc(NC(=S)NNC(=O)c2cc3c(s2)CCC(C)C3)c1C (stereo not drawn),1,-11,7,1.1,104,2,-15,-5,16,1.1
O=C(Cn1cnc2c(cnn2-c2ccccc2)c1=O)Nc1ccc(S(=O)(=O)N2CCOCC2)cc1,1.1,22,-16,0.8,95,-8,-10,-3,10,1
CCn1c(SCC(=O)Nc2nc3ccccc3s2)nnc1-c1ccc(OC)cc1,1,6,4,0.9,96,-2,4,-22,-4,0.85
COC(=O)c1[nH]c2ccc(C)cc2c1NC(=O)CN1CCN(c2ccc(F)cc2)CC1,0.9,12,9,0.9,80,9,-10,6,10,1.1
CSCC(C)N1CCC(CO)(CCCc2ccccc2)CC1 (stereo not drawn),1.1,10,9,0.9,101,-7,6,0,-6,0.98
COC(=O)c1c(NS(C)(=O)=O)sc2c1CCCC2,1.1,-8,24,1.1,97,-7,-1,2,1,2.2
CCOC(=O)N1CCN(c2ccc(S(=O)(=O)N(Cc3ccccc3)Cc3ccccc3)cn2)CC1,1,20,-41,0.8,93,1,9,1,-8,1.1
CSCCC(Nc1nc2ccccc2s1)C(=O)O (stereo not drawn),1,18,-10,0.8,102,-2,-7,3,7,1.2
O=C(NCc1ccccc1)c1c[nH]c2ccc(S(=O)(=O)Nc3ccc4c(c3)OCCO4)cc2c1=O,1.1,22,12,0.8,96,-9,-16,-4,16,0.84
COc1ccc(S(=O)(=O)N2CCOCC2)c(C)c1C,1,7,6,0.9,98,-4,7,-7,-7,0.99
CCN1C(=O)CC(N2CCC(Cc3ccccc3)CC2)C1=O (stereo not drawn),.,.,.,.,95,.,-6,2,6,0.99
COC(=O)c1c(NC(=O)COC(=O)CCc2ccc(S(=O)(=O)N3CCOCC3)cc2)sc2c1CCC2,1,7,15,0.9,99,-3,-12,6,12,0.76
Cc1cc(N2CCC3(CC2)OCCO3)n2nc(C)c(-c3ccc(Cl)cc3)c2n1,.,.,.,.,102,.,20,-20,-20,.
Cc1noc(C)c1S(=O)(=O)N(CC(=O)NCc1ccc(Cl)cc1)c1ccc2c(c1)OCO2,1.1,15,5,0.9,95,-8,-8,3,8,1.1
Cc1ccc(S(=O)(=O)CC(CN2CCCCC2)N2CCCCC2)cc1 (stereo not drawn),1,-7,4,1.1,69,-4,-5,0,5,1.5
Cc1ccccc1C(=O)NNC(=O)CCc1ccccc1,1.1,-2,-2,1,100,-10,2,3,-2,1.1
